TRHR agonist – agonists of human TRH receptor | 0.18% of 360,000 active | activation, % at 2 µM | P34981 | TRHR cells, calcium flux fluo-8, FDSS agonist mode; further: 0% is about no effect
Target sequence (P34981 whole entry, looked up): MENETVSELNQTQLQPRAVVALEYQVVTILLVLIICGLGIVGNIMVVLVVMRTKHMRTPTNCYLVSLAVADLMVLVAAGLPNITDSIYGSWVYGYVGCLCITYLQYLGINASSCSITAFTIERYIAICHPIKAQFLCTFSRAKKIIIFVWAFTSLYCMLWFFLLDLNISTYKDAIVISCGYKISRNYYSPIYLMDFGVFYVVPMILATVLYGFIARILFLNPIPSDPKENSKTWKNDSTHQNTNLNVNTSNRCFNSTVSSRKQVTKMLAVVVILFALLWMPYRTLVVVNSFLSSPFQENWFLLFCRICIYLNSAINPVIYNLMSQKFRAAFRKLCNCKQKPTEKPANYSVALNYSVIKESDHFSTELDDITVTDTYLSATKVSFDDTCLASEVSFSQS
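TRHR-expressing cells loaded with fluo-8 calcium dye; 23 nL library compound pin-transferred, kinetic FDSS fluorescence (Ex 480/Em 530) recorded about 180 s for agonist-induced calcium release, before a 10 nM TRH EC20 addition for potentiator mode.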
D2 PAM – positively modulates the human D2 dopamine receptor allosterically | P14416 | HEK293 T-REx D2, calcium flux, EC20 dopamine potentiation | potentiation, % at 10 µM | 0.34% of 340,000 active | AID 485347;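 active means potentiation over 3 SD above the plate norm, cut at about 30% in these data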; further: 0% is about no effect
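Cells plated with tetracycline inducer and held overnight at 30 C; calcium dye loaded 30–90 min at room temperature; baseline taken, compound added and read 180 s; EC20 dopamine then added and read 180 s.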
RXFP1 antag – RXFP1 (human) relaxin receptor antagonism | Q9HBX9 | HEK293-RXFP1, relaxin-stimulated cAMP HTRF, 30 min; active compounds read low | activity change, negative = inhibition, % at 57.5 µM | 0.59% of 350,000 active | AID 1259400;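 active means activity change of -60% or lower, but not beyond a set lower limit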; further: on the % scale 0 is the no-effect control and ±100 the full control effect
TRHR PAM – allosterically enhances the human TRH receptor. enhancement, % at 2 µM. TRHR cells, fluo-8 calcium fluorescence, EC20 TRH enhancement. P34981. 0.66% of 360,000 active. AID 493056; in the data active means enhancement above about 30%; further: 0% is about no effect
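TRHR-expressing cells loaded with fluo-8 calcium dye were read kinetically (ex 480/em 530) during compound addition, then stimulated with an EC20 of TRH (10 nM final). Enhancement of the Gq-mediated intracellular calcium response was scored.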
D1 PAM – enhances dopamine response at the human D1 receptor | potentiation, % at 10 µM | 0.036% of 360,000 active | HEK293 TREx D1 cells, calcium flux, dopamine EC20 potentiation; in the data active means potentiation above about 30%; further: 0% is about no effect
Target sequence (P21728 whole entry, looked up): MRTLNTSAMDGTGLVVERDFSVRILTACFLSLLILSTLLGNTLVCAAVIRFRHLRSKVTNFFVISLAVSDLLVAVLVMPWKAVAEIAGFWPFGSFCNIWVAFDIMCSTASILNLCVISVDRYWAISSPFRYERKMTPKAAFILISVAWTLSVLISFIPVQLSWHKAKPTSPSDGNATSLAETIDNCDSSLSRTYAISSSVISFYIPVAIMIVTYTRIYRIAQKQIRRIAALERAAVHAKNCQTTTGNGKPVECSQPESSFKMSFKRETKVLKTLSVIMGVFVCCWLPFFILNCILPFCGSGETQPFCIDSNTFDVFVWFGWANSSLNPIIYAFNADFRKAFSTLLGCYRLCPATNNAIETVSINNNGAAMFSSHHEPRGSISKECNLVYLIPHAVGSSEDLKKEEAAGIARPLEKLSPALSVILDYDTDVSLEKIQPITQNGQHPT
D2 agonist – D2 dopamine receptor (human) agonism | AID 485358 | activation, % at 2 µM | HEK293 T-REx D2 cells, calcium flux agonist mode | 0.53% of 340,000 active;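 active means activation over 3 SD above normal in the single-dose calcium agonist read, cut at about 30% in these data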; further: 0% is about no effect
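In this primary screen, compounds producing a positive calcium signal within 180 s of addition to tetracycline-induced, force-coupled HEK293 Trex D2 cells are flagged; cells are dye-loaded with a no-wash calcium kit beforehand.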
D1 agonist – human D1 receptor agonism; P21728; HEK293 T-REx D1 cells, calcium flux, agonist mode; activation, % at 2 µM; 1% of 360,000 active; AID 504660; further: 0% is about no effect
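Inducible HEK293 T-REx D1 cells, force-coupled to calcium signalling, were plated at 4000 cells/well with tetracycline and held overnight at 30 C. After no-wash calcium dye loading, compound-evoked calcium rise over 180 s flagged agonists.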
D2 antagonist – antagonizes the human D2 dopamine receptor. 2% of 340,000 active. P14416. inhibition, % at 10 µM. HEK293 TREx D2 cells, calcium flux, dopamine EC80; in the data active means inhibition above about 30%; further: 0% is about no effect
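Read-out: kinetic calcium fluorescence (1 cycle/s) in inducible HEK293 T-REx D2 cells after an EC80 dopamine addition that followed 180 s compound preincubation. Loss of the dopamine response indicates antagonism.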
D1 antagonist – antagonists of human D1 dopamine receptor | activity change, negative = inhibition, % at 10 µM | HEK293 TREx D1 cells, calcium flux, dopamine EC80; active compounds read low | AID 504652 | 3.2% of 360,000 active; in the data active means activity change below about -30%; further: on the % scale 0 is the no-effect control and ±100 the full control effect
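Antagonism measured as reduced calcium response to an EC80 dopamine addition following 180 s compound pre-read; cells were inducible HEK293 Trex D1 plated overnight at 30 C, read kinetically at 1 cycle/sec.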
* hit, by the source's call; & = joins results of further samples. Unless noted, no stated cut-off is given here; in the data, active means activation above about 30%; inactive means the rest.

Screening CC(C)CCOc1ccc(Cl)cc1CN1CCOCC1 returned TRHR agonist -0.3, D2 PAM -12, RXFP1 antag -35, TRHR PAM -5, D1 PAM -4, D2 agonist -0.3, D1 agonist -3, D2 antagonist 4 and D1 antagonist 11.
CCOC(=O)c1ccc(NC(=O)CC2C(=O)N(c3ccc(F)cc3)C(=O)N2Cc2ccc(C)cc2)cc1 (stereo unspecified) was read as TRHR agonist 1.3, D2 PAM -14, TRHR PAM -1, D1 PAM -2, D2 agonist 0.3, D1 agonist 4 and D1 antagonist -15.
CSC(=S)N(C)C1CCS(=O)(=O)C1 (stereo unspecified) was read as TRHR agonist -0.2, D2 PAM -10, RXFP1 antag -9, TRHR PAM -7, D1 PAM 3, D2 agonist -0.7, D1 agonist 3, D2 antagonist -17 and D1 antagonist 20.
For CCC(C)n1c(-c2ccco2)nc2nc3ccccc3nc21 (stereo unspecified) the results were TRHR agonist -0.6, D2 PAM -2, TRHR PAM -1, D1 PAM 1, D2 agonist -1.0, D1 agonist 1, D2 antagonist 6 and D1 antagonist 26.
Screening CCOC(=O)COc1ccccc1-c1ccno1 returned TRHR agonist -0.5, D2 PAM -18, RXFP1 antag 12, TRHR PAM -3, D1 PAM -2, D2 agonist -0.8, D1 agonist -3, D2 antagonist -16 and D1 antagonist 6.
Screening Cn1nc(-c2ccccc2)c(CSc2cccc(Cl)c2)c1Cl returned TRHR agonist 0.9, D2 PAM -3, RXFP1 antag -4, TRHR PAM -3, D1 PAM 11, D2 agonist -0.1, D1 agonist 9, D2 antagonist -5 and D1 antagonist 2.
Screening CCOc1ccc(NC(=O)CN2CCN(CC(=O)Nc3ccc(F)cc3F)CC2)cc1 returned TRHR agonist 0.1, D2 PAM 11, RXFP1 antag -11, TRHR PAM -4, D1 PAM 0, D2 agonist -0.7, D1 agonist 0 and D1 antagonist -8.
For O=S1(=O)CCO[C@H]2Cc3ccccc3[C@H]2N1Cc1ccccc1Br the results were TRHR agonist -0.1, D2 PAM -3, TRHR PAM -11, D1 PAM -7, D2 agonist -3.0, D1 agonist 4, D2 antagonist -5 and D1 antagonist 31.
CCC1CCCCN1S(=O)(=O)c1ccc(NC(=O)C2CCCO2)cc1 (stereo unspecified) was read as TRHR agonist 0.5, D2 PAM 9, RXFP1 antag -11, TRHR PAM 2, D1 PAM -2, D2 agonist -1.0, D1 agonist 3, D2 antagonist -22 and D1 antagonist 3.
COC(=O)c1nc(Nc2cc(F)cc(F)c2)nc(NC2CCCC2)n1 was read as TRHR agonist 2.0, TRHR PAM -1, D1 PAM 4, D1 agonist 5 and D1 antagonist 22.
For COc1cccc(-c2nc(CS(=O)(=O)CC(=O)Nc3cc(F)ccc3F)c(C)o2)c1 the results were TRHR agonist -0.2&0.5, D2 PAM -16&-1, RXFP1 antag -10&-12, TRHR PAM -5&-9, D1 PAM 0&-1, D2 agonist 0.7&0.8, D1 agonist 6&3, D2 antagonist 27 and D1 antagonist -12&-7.
For COc1ccc(OC)c(S(=O)(=O)N2Cc3ccccc3CC2C(=O)Nc2ccc(Cl)cc2)c1 (stereo unspecified) the results were TRHR agonist 1.1, D2 PAM -1, RXFP1 antag -6, TRHR PAM -12, D1 PAM 3, D2 agonist 0.3, D1 agonist 1 and D1 antagonist 3.
For COc1ccc(C2C(C#N)=C(N)OC3=C2C(=O)CC(C)(C)C3)cc1Cn1nc(C)c([N+](=O)[O-])c1C (stereo unspecified) the results were TRHR agonist -0.4, D2 PAM -2, RXFP1 antag -8, TRHR PAM 12, D1 PAM -5, D2 agonist -0.2, D1 agonist 3, D2 antagonist -13 and D1 antagonist 2.
Screening Cc1cc(C)n2nc(C(=O)OCC(=O)N3C(C)CCCC3C)nc2n1 (stereo unspecified) returned TRHR agonist 0.5, RXFP1 antag -4, TRHR PAM 15, D1 PAM -12, D1 agonist 3 and D1 antagonist 6.
`COc1ccc(OCC(=O)Nc2ccccc2-c2ccccc2)cc1` gave TRHR agonist 0.2, D2 PAM -14, RXFP1 antag 11, TRHR PAM -2, D1 PAM -1, D2 agonist 0.9, D1 agonist 10, D2 antagonist -1 and D1 antagonist 2.
CC(C)COc1ccc(C(=O)N/C(=C\c2cccc([N+](=O)[O-])c2)C(=O)O)cc1 was read as TRHR agonist 0.5, D2 PAM -5, RXFP1 antag -3, TRHR PAM 21, D1 PAM -3, D2 agonist 0.3, D1 agonist 2, D2 antagonist 4 and D1 antagonist -12.
`COc1cc(/C=N/NC(=O)CCNC(=O)c2ccccc2Cl)ccc1O` gave TRHR agonist -0.1, D2 PAM 25, RXFP1 antag 3, TRHR PAM -1, D1 PAM 0, D2 agonist 0.2, D1 agonist 3, D2 antagonist -5 and D1 antagonist -1.
Screening COc1cccc(OC)c1CC1SC(=O)NC1=O (stereo unspecified) returned TRHR agonist 0.2, D2 PAM 2, RXFP1 antag -1, TRHR PAM -1, D1 PAM 3, D2 agonist 0.4, D1 agonist 2, D2 antagonist -7 and D1 antagonist 10.
`CCn1c(-c2cc(Cl)ccc2OC)n[nH]c1=S` gave TRHR agonist -0.2, D2 PAM -5, RXFP1 antag -13, TRHR PAM 11, D1 PAM 1, D2 agonist 0.1, D1 agonist -1, D2 antagonist -4 and D1 antagonist -12.
Screening N#Cc1ccc2c(c1)C[C@]1(c3ccsc3)OC3=C(C(=O)OC4(CCCCC4)C3)C2O1 returned TRHR agonist 0.5, TRHR PAM -10, D1 PAM 6, D1 agonist 1 and D1 antagonist -32*.
Screening CCOc1ccc(CCNC(=O)COC(=O)Cn2cnc3c2c(=O)n(C)c(=O)n3C)cc1OCC returned TRHR agonist -1.4, D2 PAM 24, RXFP1 antag -10, TRHR PAM 5, D1 PAM 0, D2 agonist 0.2, D1 agonist 2, D2 antagonist 0 and D1 antagonist -8.
For O=C(CSc1nnc(C2CC2)n1-c1ccccc1)NCCc1ccc(F)cc1 the results were TRHR agonist -0.4, D2 PAM 5, RXFP1 antag -2, TRHR PAM 0, D1 PAM -3, D2 agonist 0.0, D1 agonist 1, D2 antagonist -7 and D1 antagonist 0.
Cc1ccc(NC(=O)C(NC2CCCc3ccccc32)c2ccccc2)cc1Cl (stereo unspecified) was read as TRHR agonist -0.4, D2 PAM 12, RXFP1 antag -38, TRHR PAM 32*, D1 PAM 7, D2 agonist -1.0, D1 agonist 9, D2 antagonist -19 and D1 antagonist -23.
`OCC[C@H]1C[C@@H](O)[C@H](O)[C@]2(CCCCO2)O1` gave TRHR agonist 0.3, D2 PAM -2, TRHR PAM 0, D1 PAM -1, D2 agonist 0.7, D1 agonist 3, D2 antagonist 8 and D1 antagonist -5.
For Cn1ccnc1SCC(=O)N1CCc2ccccc21 the results were TRHR agonist 0.7, D2 PAM -16, RXFP1 antag -3, TRHR PAM 20, D1 PAM -8, D2 agonist 0.1, D1 agonist 4, D2 antagonist -21 and D1 antagonist 1.
Screening Cc1nn(CC(=O)N2CCN(S(=O)(=O)c3ccccc3)CC2)c(C)c1[N+](=O)[O-] returned TRHR agonist -1.1, D2 PAM -4, RXFP1 antag 11, TRHR PAM -4, D1 PAM 1, D2 agonist -0.8, D1 agonist 1, D2 antagonist -4 and D1 antagonist -7.
For Cc1ccc(CNC(=O)COC(=O)CSc2cc(C)c(Br)cc2C)cc1 the results were TRHR agonist -0.2, D2 PAM -4, RXFP1 antag -10, TRHR PAM 4, D1 PAM -2, D2 agonist -0.3, D1 agonist 5, D2 antagonist -2 and D1 antagonist -11.
For CCOC(=O)c1ccc(N2CCN(C(=O)c3ccccc3)CC2)c(NC(=O)c2ccco2)c1 the results were TRHR agonist -1.4, D2 PAM 15, RXFP1 antag 8, TRHR PAM 1, D1 PAM -6, D2 agonist -1.7, D1 agonist 1, D2 antagonist -11 and D1 antagonist 12.
Screening CCCCCNc1nc2sc3c(c2c(=O)n1-c1cccc(Cl)c1)CCN(C)C3 returned TRHR agonist 0.1, D2 PAM -21, RXFP1 antag -1, TRHR PAM -23, D1 PAM -5, D2 agonist 0.8, D1 agonist 0, D2 antagonist 1 and D1 antagonist -85*.
Nc1ccccc1S(=O)(=O)NC1=NCCCCC1 was read as TRHR agonist 0.1, D2 PAM 5, RXFP1 antag 5, TRHR PAM -3, D1 PAM -12, D2 agonist -1.6, D1 agonist 1, D2 antagonist -16 and D1 antagonist 1.
For Cc1ccc(-n2ncc(C(=O)Nc3cc(Cl)ccc3Cl)c2C2CCNCC2)cc1 the results were TRHR agonist 0.6, D2 PAM 2, RXFP1 antag -16, TRHR PAM 6, D1 PAM 4, D2 agonist 0.2, D1 agonist 3, D2 antagonist -9 and D1 antagonist 13.
`Cc1cccc(OCCNC(=S)NC(=O)c2cccnc2)c1` gave TRHR agonist 0.0, D2 PAM 21, RXFP1 antag 27, TRHR PAM -4, D1 PAM 6, D2 agonist 0.1, D1 agonist 3, D2 antagonist -17 and D1 antagonist -1.
`CC(C)Oc1ccc(CNC(=O)c2ccc3c(c2)nc2n3CCOC2)cc1` gave TRHR agonist 0.3, D2 PAM -3, RXFP1 antag 0, TRHR PAM -4, D1 PAM -2, D2 agonist 0.3, D1 agonist 1 and D1 antagonist 1.
Screening Cc1ccc(-c2nnc(NCCCO)c3ccccc23)cc1 returned TRHR agonist -0.5, D2 PAM -6, RXFP1 antag 0, TRHR PAM 7, D1 PAM -5, D2 agonist -0.1, D1 agonist 0, D2 antagonist -33 and D1 antagonist -9.
For CCCCC(=O)NC(NC(=O)CCCC)c1ccc(OCCC)c(OC)c1 the results were TRHR agonist 0.3, D2 PAM 7, RXFP1 antag 20, TRHR PAM -9, D1 PAM -7, D2 agonist 0.5, D1 agonist 5, D2 antagonist -6 and D1 antagonist 3.
CCc1cc2c(=O)c(-c3cscn3)coc2cc1OC was read as TRHR agonist 0.2, D2 PAM -6, TRHR PAM -1, D1 PAM -3, D2 agonist -0.8, D1 agonist 2, D2 antagonist -2 and D1 antagonist -11.
Screening CCOC(=O)N1CCN(C(=O)CS(=O)(=O)c2cn(Cc3ccc(F)cc3)c3ccccc23)CC1 returned TRHR agonist 0.9, D2 PAM -3, RXFP1 antag -4, TRHR PAM -9, D1 PAM -11, D2 agonist 2.2, D1 agonist 2, D2 antagonist 10 and D1 antagonist -24.

A section from further up:
Screening Cc1nn(CC(=O)N2CCN(S(=O)(=O)c3ccccc3)CC2)c(C)c1[N+](=O)[O-] returned TRHR agonist -1.1, D2 PAM -4, RXFP1 antag 11, TRHR PAM -4, D1 PAM 1, D2 agonist -0.8, D1 agonist 1, D2 antagonist -4 and D1 antagonist -7.
For Cc1ccc(CNC(=O)COC(=O)CSc2cc(C)c(Br)cc2C)cc1 the results were TRHR agonist -0.2, D2 PAM -4, RXFP1 antag -10, TRHR PAM 4, D1 PAM -2, D2 agonist -0.3, D1 agonist 5, D2 antagonist -2 and D1 antagonist -11.
For CCOC(=O)c1ccc(N2CCN(C(=O)c3ccccc3)CC2)c(NC(=O)c2ccco2)c1 the results were TRHR agonist -1.4, D2 PAM 15, RXFP1 antag 8, TRHR PAM 1, D1 PAM -6, D2 agonist -1.7, D1 agonist 1, D2 antagonist -11 and D1 antagonist 12.

Screening data: PubChem BioAssay, National Center for Advancing Translational Sciences (NCATS)

An unsorted share of the library; 7.3% or so of the library scored in one or more.
